GAA glycogen mod: qHTS Assay for Inhibitors and Activators of Human alpha-Glucosidase Cleavage of Glycogen. Potency, µM (top dose mostly 76.4 µM), inactives show top-dose activity change, negative = inhibition, usual class: inhibitors. actives 0.38% (n = 300,000). recombinant GAA, glycogen substrate, Amplex Red glucose oxidase fluorescence. AID 2100, 2009; active = well fitted inhibition curve with a large enough effect; inconclusive = small, poorly fitted or top-dose-only effect, or another doubt; inactive = no such curve, though single readings can be large or run the other way;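 also: 0% = full enzyme reaction and -100% = no-enzyme basal signal; the screen sought inhibitors and activators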
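Recombinant human alpha-glucosidase (4 nM final) hydrolysed bovine liver glycogen (30 ug) for 40 min at 37 C in pH 5.0 citrate/phosphate with 0.01% Tween-20. Released glucose detected by glucose oxidase/Amplex Red, Ex 573/Em 610 nm. Compounds up to 77 uM; AC50 from Hill fits.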
* marks the source's active call; other numbers are inactive results; ? = inconclusive; [ ] = remark or other dose. Potency is read from the fitted curve at half-maximal effect.

Structure,GAA glycogen mod
COc1ccc(CCn2c(S)nc3ccccc3c2=O)cc1,1.5%
CCc1ccc(N2C(=O)Nc3ccc(Br)cc3C2(O)C(=O)NCCN(C)C)cc1 (stereo not drawn),2.7%
O=C(OCC1OC(n2ccc(=O)[nH]c2=O)C(Cl)C1O)c1ccccc1 (stereo not drawn),2.6%
NNC(=O)c1oc2nc(-c3cccs3)cc(-c3ccco3)c2c1N,?
CC(C)Oc1ccc(C(CC(=O)O)Cc2ccccc2)cc1 (stereo not drawn),4.1%
Cc1c(C(=O)N2CCN(c3ccc([N+](=O)[O-])cc3)CC2)sc2ncn(CC(=O)N3CCOCC3)c(=O)c12,-10.1%
Cc1ccc(-n2ncc3c2CCCC3NC(=O)CCC2=NNC(=O)CC2)cc1C (stereo not drawn),-5.6%[76.3 µM]
Nc1ccc(S(=O)(=O)c2ccccc2)nc1,0.6%
O=C(CCc1c[nH]c2ccccc12)N1CCCC1,-0.6%[76.3 µM]
O=C(Nc1ccccn1)C1CCCN1S(=O)(=O)c1ccc(Cl)cc1 (stereo not drawn),-1.1%[76.3 µM]
O=C(CCn1cncn1)N1CCCC(N2CCN(c3cccc(C(F)(F)F)c3)CC2)C1 (stereo not drawn),3.0%[76.3 µM]
CCOc1ccccc1NC(=O)CSC1=NN2CCCC(=O)N=C2S1,1.8%
Cc1ccc(N2C(=O)c3ccccc3C(C)(C)C2=O)cc1,-2.1%[76.3 µM]
COc1ccccc1OCCOCCN1CCCC1,3.7%[76.3 µM]
CCN1CCN(CCCNC(=O)CNC(=O)c2nn(-c3ccc(OC)cc3OC)c(=O)c3ccccc23)CC1,1.6%

Another view of some results above:
O=C(CCn1cncn1)N1CCCC(N2CCN(c3cccc(C(F)(F)F)c3)CC2)C1 (stereo not drawn)
  GAA glycogen mod: 3.0%[76.3 µM]

CCOc1ccccc1NC(=O)CSC1=NN2CCCC(=O)N=C2S1
  GAA glycogen mod: 1.8%

Remaining list, next part
Structure,GAA glycogen mod
COc1ccc(NC(=O)[C@H](Cc2c[nH]c3ccccc23)NC(=O)[C@@H]2Cc3ccccc3CN2)cc1,-14.8%[76.3 µM]
COc1ccccc1CNc1nc(C)c(C(C)=O)s1,6.9%
CC(C)C(NC(=O)c1cccs1)C(=O)NC1CCCCC1 (stereo not drawn),-2.7%[76.3 µM]
Cc1ccc2c(c1)N(C(=O)CCC(=O)NCCCN1CC(C)CC(C)C1)CCO2 (stereo not drawn),0.1%[76.3 µM]
CC1CCCN(C(=O)CSc2ncccn2)C1 (stereo not drawn),-2.8%
O=S(=O)(NNc1ccc(F)cc1F)c1cccc(Cl)c1,5.5%
Cc1ccccc1N(C(=O)c1snc(C(N)=O)c1N)C(C(=O)NC1CCCC1)c1ccco1 (stereo not drawn),12.8%[76.3 µM]
CC1(C)CC(NS(=O)(=O)c2ccc(S(N)(=O)=O)cc2)CC(C)(C)N1,6.3%
O=C1NC2(CCCCC2)C(=O)N1c1cccc(Cl)c1,4.4%
O=C(COc1cc2oc(=O)c3c(c2cc1Cl)CCC3)NCCCN1CCCC1=O,-1.7%[76.3 µM]
CCOC(=O)[C@@H]1[C@H]2COc3ccc(Br)cc3[C@@H]2N2C(=O)N(c3ccc(C(F)(F)F)cc3)C(=O)[C@]12C,-11.1%[76.3 µM]
CN(Cc1ccccc1)C(=O)CSc1n[nH]c(N)n1,3.0%
COCc1nc2oc3ccc(F)cc3c(=O)c2cc1C(=O)OC,-5.7%
Cc1ccc(C(=O)NCCCNC(=O)COc2ccc(Cl)cc2)cn1,11.2%
O=C(Cc1ccc(Br)cc1)Nc1ccc(S(=O)(=O)N2CCCC2)cc1,-2.8%[76.3 µM]

6 compounds already listed, arranged by the value under GAA glycogen mod, highest first:
Structure,GAA glycogen mod
Cc1ccc(C(=O)NCCCNC(=O)COc2ccc(Cl)cc2)cn1,11.2%
COc1ccccc1CNc1nc(C)c(C(C)=O)s1,6.9%
O=C1NC2(CCCCC2)C(=O)N1c1cccc(Cl)c1,4.4%
CN(Cc1ccccc1)C(=O)CSc1n[nH]c(N)n1,3.0%
CC1CCCN(C(=O)CSc2ncccn2)C1 (stereo not drawn),-2.8%
COCc1nc2oc3ccc(F)cc3c(=O)c2cc1C(=O)OC,-5.7%

(more compounds)
Structure,GAA glycogen mod
O=C(CCc1ccccc1)Nc1cccnc1,2.4%
COc1ccc(CC(=O)NNC(=O)c2ccco2)cc1,7.0%
COc1ccc(CCN(CC(=O)NCc2ccc(F)cc2)C(=O)c2snc(C(N)=O)c2N)cc1OC,-4.4%
COc1cc(C(C)=O)ccc1OCC(O)CN1CCN(c2ccc(F)cc2)CC1 (stereo not drawn),-10.7%[76.3 µM]
COC(=O)c1ccc(C(=O)Nc2ccc3c(c2)C(=O)NC3=O)cc1,0.6%[76.3 µM]
CSc1ccc(Cl)c(C(=O)N2CCOc3ccccc32)c1,1.2%[76.3 µM]
CCOC(=O)c1cccc(NC(=O)c2ccc(NC(=O)c3ccco3)cc2)c1,-1.2%[76.3 µM]
COc1ccc(N2C(=O)NC(NC(=O)C(C)(C)C)(C(F)(F)F)C2=O)cc1 (stereo not drawn),-4.1%
COc1cccc(NC(=S)NC(=O)c2cccnc2)c1,-1.9%[76.3 µM]
COCCNC(=S)NNC(=O)c1cc(C2CC2)nc2ccccc12,-27.5%[76.3 µM]
Cc1ccc(NS(=O)(=O)c2ccc3c(c2)oc(=O)n3C)c(C)c1,9.4%[76.3 µM]
CCC[C@H]1COCCS(=O)(=O)N1Cc1ccc(Br)cc1,-2.8%[76.3 µM]
CC(=O)Nc1ccc(S(=O)(=O)NNC(=O)C2CCCCC2)cc1,-0.8%[76.3 µM]
COc1cccc(/C=N/n2c(COc3ccccc3)n[nH]c2=S)c1,3.3%
CS(=O)(=O)N(CC(=O)N1CCN(Cc2ccccc2)CC1)c1ccc(F)cc1,0.3%[76.3 µM]

(listing goes on)
Structure,GAA glycogen mod
CC(=O)N1N=C(c2ccccc2)CC1c1cccs1 (stereo not drawn),-18.6%
CCCc1cc(=O)oc2c3c(cc(OCC(=O)N[C@@H](CSC)C(=O)O)c12)OC(C)(C)CC3,-13.6%
O=C(Nn1cnnc1)c1ccccc1F,15.0%[76.3 µM]
N#Cc1ccc(N2CCN(S(=O)(=O)c3ccc4c(c3)CC(=O)N4)CC2)cc1,6.54µM*
CCC(CC)c1nnc(NC(=O)CCc2ccccc2OC)s1,7.3%[76.3 µM]
Cc1[nH]c(C)c(S(=O)(=O)NCCc2ccccc2)c1C(=O)N1CCCCC1,-1.1%[76.3 µM]
COC(=O)C(C)Oc1ccc2cc(-c3ccccc3)c(=O)oc2c1 (stereo not drawn),-8.0%[76.3 µM]
COc1cccc(CN2C(=O)C(C)N(C(=O)c3ccccc3)c3ccccc32)c1 (stereo not drawn),0.4%
Cc1cccc(C(=O)NCCNC(=O)c2ccco2)c1,1.2%
O=C(CN1C(=O)C(=O)c2ccccc21)c1ccccc1,-1.0%
COc1cccc(/C=C/c2n[nH]c(=O)c(C#N)c2C)c1,3.8%
CCN1CCCC1CNC(=O)c1cc(COc2ccc(C)c(C)c2)on1 (stereo not drawn),5.6%[76.3 µM]
Cc1cc(C(=O)CSc2nc(N)cc(=O)[nH]2)ccc1F,-1.1%
Cn1ncc(Cl)c1C(=O)NCc1ccc2c(c1)OCO2,1.5%[76.3 µM]
O=C(O)c1ccc(N/N=C/c2cc(Br)cs2)cc1,?

Later entries:
Structure,GAA glycogen mod
Cc1c(CC(=O)O)c(=O)oc2c(C)c(OCc3ccccc3)ccc12,2.7%
COC(=O)c1ccc(-n2nnnc2SCC(=O)Nc2ccccc2F)cc1,-1.7%[76.3 µM]
NS(=O)(=O)c1cccc(NC(=O)c2ccc3nc[nH]c3c2)c1,-1.3%
CCN(Cc1nc(-c2ccccc2)no1)C(=O)COc1cccc(OC)c1,-4.8%
CC(=O)c1c(C)[nH]c(C(=O)NC2CCSc3ccccc32)c1C (stereo not drawn),-4.4%[76.3 µM]
CC(C)Cn1c(=O)c2c(nc3n2CCCN3Cc2ccccc2)n(C)c1=O,0.9%
CCN1C(=NCc2cc(OC)c(OC)c(OC)c2)N[C@@H](c2ccccc2)C(C(=O)OC)=C1C,18.0%[76.3 µM]
Cc1ccc(C(=O)N/C(=C\c2ccccc2)C(=O)NCCN2CCOCC2)cc1,0.0%[76.3 µM]
Cc1ccc(NC(=O)[C@H](Cc2c[nH]c3ccccc23)NC(=O)[C@@H]2Cc3ccccc3CN2)c(C)c1,-12.2%[76.3 µM]
Cc1c(C(C)(C)C)s/c(=N/S(=O)(=O)c2ccccc2)n1C,4.2%[76.3 µM]
CC(C)NC(=O)CN1C(=O)c2cccc3cccc1c23,-3.1%[76.3 µM]
CCc1cccc(NS(=O)(=O)c2ccc3c(c2)NC(=O)C(C)S3)c1 (stereo not drawn),-6.3%[76.3 µM]
O=C(c1ccccc1)c1ncc[nH]1,5.2%
COc1ccc(NC(=O)C2CCN(C(=O)C3CC(=O)N(c4ccc(C)cc4)C3)CC2)cc1 (stereo not drawn),5.6%[76.3 µM]
O=C(OC(C(=O)NCc1ccccc1)c1ccccc1)c1ccco1 (stereo not drawn),-3.5%

Remaining list, next part:
Structure,GAA glycogen mod
Cc1oc2cc3oc(=O)c(CC(=O)N[C@@H](C)C(=O)NC(Cc4ccc(Cl)cc4)C(=O)O)c(C)c3cc2c1C (stereo partly drawn),17.9%[76.3 µM]
COc1ccc(CC(=O)OCN2C(=O)c3ccccc3C2=O)cc1OC,-3.7%[76.3 µM]
COc1ccc(S(=O)(=O)N2CCN(C(=O)CN3C(=O)NC4(CCCC4)C3=O)CC2)cc1,-2.8%[76.3 µM]
COC(=O)c1ccc(-c2nc(CN3CCN(Cc4cccc(C)c4)CC3)c(C)o2)cc1,-11.5%[76.3 µM]
O=C(c1cccc(S(=O)(=O)NCc2ccccc2)c1)N1CCN(c2cccc(C(F)(F)F)c2)CC1,-17.7%[76.3 µM]
CCN(CC)C(=O)Cn1cc(S(=O)(=O)CC(=O)NCCc2ccccc2)c2ccccc21,3.0%[76.3 µM]
NC(=O)c1c(NC(=O)c2ccccc2)sc2c1CCC2,-0.4%[76.3 µM]
O=S(=O)(NCc1ccccc1)NCc1ccc(Cl)cc1Cl,1.4%
CCC(C(=O)Nc1cccnc1Cl)c1ccccc1 (stereo not drawn),-5.5%[76.3 µM]
Cn1ncc([N+](=O)[O-])c1C(=O)Nc1ccc(Cl)cc1,0.7%
CC(Sc1nnc(-c2ccccc2F)n1C1CC1)C(N)=O (stereo not drawn),16.4%
CC(C)(C)c1ccc(C(=O)N/N=C/c2ccccn2)cc1,-1.2%
Cc1ccc(NC(=O)COC(=O)CCc2ccccc2)c(Cl)c1,3.9%
CC(=O)NCCC(=O)NCC1(N(C)Cc2ccccc2)Cc2ccccc2C1,-7.0%[76.3 µM]
Cc1cccc(-c2nc(C#N)c(N3CCC(C)CC3)o2)c1,-9.5%

Remaining list, next part.
Structure,GAA glycogen mod
COc1ccc2c(COC(=O)c3cccc(S(=O)(=O)NCC(C)C)c3)cc(=O)oc2c1,-1.2%
C=CCn1c(=O)c2ccccc2n2c(SCC(=O)N(C)C)nnc12,-1.4%
CN(c1ccc(C(=O)Nc2ccc3c(c2)n(C)c(=O)n3C)cc1)S(C)(=O)=O,1.2%
O=C(NC1CCN(S(=O)(=O)c2ccc(F)cc2)CC1)c1cccnc1,3.7%
O=C(c1ccc(Cl)c(S(=O)(=O)N2CCCCC2)c1)N1CCCC1,-4.5%[76.3 µM]
O=S(=O)(NCCc1ccccc1)c1ccc(-n2cnnn2)cc1,1.5%
COc1ccc(C(C)=O)cc1CSc1ccc2c(c1)OCCO2,5.4%
CSCCC(NC(=O)COc1ccccc1)C(=O)N1CCN(C(C)=O)CC1 (stereo not drawn),4.2%[76.3 µM]
COc1ccccc1Nc1ccc(NC(=O)c2cccc([N+](=O)[O-])c2C)cc1,?
CCOCCOC(=O)C1=C(C)NC(=O)NC1c1ccc2c(c1)OCO2 (stereo not drawn),3.8%[76.3 µM]
CC1CCN(S(=O)(=O)c2cn(CC(=O)N3CCN(c4cccc(C(F)(F)F)c4)CC3)cn2)CC1,-14.3%[76.3 µM]
COc1cccc2c1-c1c(O)cccc1C2=O,18.6%[76.3 µM]
O=C(NCCc1cccc(Cl)c1)C1CCC(=O)N(Cc2ccc(Cl)cc2)C1 (stereo not drawn),5.7%[76.3 µM]
O=C(CSc1nnc(CNC(=O)c2ccc(F)cc2)o1)NCc1ccccc1Cl,0.9%[76.3 µM]
CCn1c(CNC(=O)c2ccc3c(c2)OCO3)nnc1SCC(=O)Nc1ccccc1F,5.4%[76.3 µM]

The results go on.
Structure,GAA glycogen mod
COc1ccc(-n2nc(C(=O)NCC(=O)N3CCCCC3)c3ccccc3c2=O)cc1,-7.8%
COc1ccc(Br)cc1CN(C)CC(O)COc1ccc(Br)cc1 (stereo not drawn),6.8%
O=C(CCCN1C(=O)C(c2ccccc2)Oc2cccnc21)NCc1ccc(F)cc1 (stereo not drawn),-6.7%[76.3 µM]
CSCC(=O)N1CCC(n2nccc2NC(=O)CCc2ccccc2)CC1,-1.4%[76.3 µM]
CN1CCC(=O)N([C@H](CO)c2ccccc2)CC1,-5.3%[76.3 µM]

Assay outcomes: PubChem, National Center for Advancing Translational Sciences (NCATS)

Only part of the results is shown. The share of hits here may be higher or lower than overall.
